# Screening results deposited in PubChem BioAssay by Sanford-Burnham Center for Chemical Genomics.
# Hsp70 displacement – small molecules displacing fluorescent ligand from Hsp70 – biochemical, fluorescence polarization, primary screen (AID 583) | 140,000 tested, 0.06% active | Hsp70 fluorescence polarization probe displacement, mP; higher % means a stronger effect | one-dose displacement, % at 20 µM; IC50 in µM for titrated hits; in the data active = displacement above about 50%;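 note: plate controls were vehicle for no effect and reference ligand for full effect; a part of the inactive calls stands beside numbers as strong as those of hits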
# MKP-3 inhibition – inhibition of rat DUSP6 enzyme activity – biochemical, in vitro, primary screen (AID 425); inhibition, % at 20 µM; hits with a dose series show IC50 in µM; recombinant MKP-3 phosphatase activity, fluorescence; higher % means a stronger effect; 110,000 tested, 0.17% active; in the data active = inhibition above about 50%;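 note: plate controls were vehicle for no effect and reference inhibitor for full effect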
# * = called active by the depositor; . = not tested or not shown. Some of the compounds tested; the hit share may differ from the screen's.
SMILES,Hsp70 displacement,MKP-3 inhibition
Oc1ccc(CN2CCc3ccccc3C2)c2cccnc12,-2.3%,.
CCOc1ccc(N2C(=O)CC(/C=C3/N(C)c4ccccc4C3(C)C)C2=O)cc1 (stereo not drawn),-5.0%,-4%
O=[N+]([O-])c1cc(C(F)(F)F)cc([N+](=O)[O-])c1Nc1cccc(Cl)c1Cl,-1.6%,-3%
CCOc1ccccc1-n1c(SCC(=O)N(CC)CC)nnc1-c1ccccn1,-3.1%,4%
CCOC(=O)C(C)n1cnc2c(nnn2Cc2ccc(C)cc2)c1=O (stereo not drawn),2.7%,6%
COCCOC(=O)c1c(C)nc(SCC(=O)Nc2ccc(C)cc2)c(C#N)c1-c1ccco1,-7.1%,0%
Cc1ccc(-n2c(=O)c(C#N)cc3c(=O)n4ccccc4nc32)cc1C,1.7%,.
Cc1nn(C)c(C)c1S(=O)(=O)NC1CCCC1,-0.1%,-7%
Cc1cc(C)cc(NC(=O)Cn2c(C)c(C=O)c3ccccc32)c1,-1.6%,6%
CCCSc1nc(N2CCOCC2)c2c(c1C#N)CC(C)(C)SC2,-5.1%,.
Cc1ccc(-c2nc(NCCN3CCOCC3)c3ccccc3n2)cc1,1.3%,4%
CCOC(=O)N1CCN(C(=O)CSc2nc3c([nH]c4ccccc43)c(=O)n2C)CC1,5.0%,-5%
COc1ccc(-c2csc(NC(=O)CCCN3C(=O)c4cccc5cccc(c45)C3=O)n2)cc1,0.9%,4%
CCOC(=O)N1CCN(C(=O)CCSc2ccccc2)CC1,-2.1%,0%
CC(C(=O)N1CCc2ccccc21)n1cccc1 (stereo not drawn),0.2%,.
CNCCCOc1ccc(C)cc1Br,-4.5%,.
COc1cccc(OCCOc2c(Cl)cc(/C=C3/SC(=S)NC3=O)cc2OC)c1,0.2%,6%
C=CCc1c(C)nc(C)nc1N/N=C/c1ccc(F)cc1,0.2%,.
Cc1cccc(OCC(=O)Nc2cc3c(C)cc(=O)oc3cc2C)c1,1.7%,0%
Cc1ccc2occ(C(c3nnnn3Cc3ccccc3)N3CCOCC3)c(=O)c2c1 (stereo not drawn),3.6%,-10%
N#Cc1c2c(c(NCc3ccco3)n3c1nc1ccccc13)CCC2,-5.0%,-5%
Cc1ccc(C(=O)COC(=O)CCc2nc3ccccc3[nH]c2=O)cc1C,-4.9%,-12%
Cc1cc2nc(C(F)(F)F)[nH]c(=O)n2n1,4.0%,5%
COc1ccccc1OCCCN1CCCCC1,0.2%,-2%
Cc1ccc2cc(C(c3nnnn3Cc3ccccc3)N3CCc4ccccc43)c(=O)[nH]c2c1 (stereo not drawn),-5.1%,.
CCc1ccc(NC(=O)CN(c2ccc(Br)cc2)S(=O)(=O)c2ccccc2)cc1,0.9%,2%
CC1=NN(/C(=N\c2nnc(C)s2)Nc2ccccc2)[C@H](c2cccc3ccccc23)S1,5.3%,.
COC(=O)c1oc2ccc(Cl)cc2c1NC(C)=O,3.3%,-8%
COc1ccc(-c2nnc(SCC(=O)c3cccs3)o2)c(OC)c1,22%,-2%
CCOc1ccccc1NC(=O)Cn1nnc(C(=O)Nc2ccccc2Cl)c1N,-2.3%,8%
CCOc1cccc(-c2nnc3n2N=C(c2cc(OC)ccc2OC)CS3)c1,.,5%
CCOc1cc(NS(=O)(=O)c2ccc(OC)cc2)c(OCC)cc1NC(=O)c1ccco1,10%,.
COC(=O)C(CCCC(C(=O)OC)C(=O)OC)C(=O)OC,3.6%,-2%
O=C(c1nc(-c2ccccc2)n(-c2ccccc2)n1)N1CCN(S(=O)(=O)c2ccccc2)CC1,5.3%,-11%
CCOc1ccc(NC(=S)NC(=O)c2ccc(F)cc2)c([N+](=O)[O-])c1,-2.8%,-7%
O=C(Nc1cnc2ccccc2c1)c1ccncc1,-0.9%,-13%
O=C(O)CCCN1C(=O)/C(=C/C=C/c2ccccc2)SC1=S,5.7%,1%
COc1ccc(CCNC(=O)CSc2nnc(-c3ccccc3)o2)cc1OC,3.1%,5%
CCOC(=O)C1CCCn2c1nc1scc(-c3ccccc3)c1c2=O (stereo not drawn),-1.9%,3%
Nc1cc(-c2cccc(Br)c2)nn1Cc1ccc(Cl)cc1,-0.4%,5%
CCOc1cc(CO)cc(Br)c1OCC(=O)O,-0.8%,.
CC1CCN(c2ccc(NC(=O)c3cccnc3)cc2)CC1,3.0%,2%
Cc1ccc(C(=O)Nc2cc(C(F)(F)F)cc(C(F)(F)F)c2)cc1,-0.4%,2%
Cc1ccc(NC(=O)CSc2nnc(NC(=O)CN3CCCCC3)s2)cc1,0.4%,4%
N#CC1=C(N)OC2=C(C(=O)CC(c3ccccc3)C2)C1Cc1ccccc1 (stereo not drawn),-1.9%,-1%
Cc1ccccc1NC(=O)/C=C/c1ccc([N+](=O)[O-])cc1,5.2%,-4%
Cc1cc2cc(CNS(=O)(=O)N(C)C)ccc2[nH]1,1.8%,-7%
CCOc1ccc(NC(=O)CSc2nc3ccccc3c(=O)n2CCNC(C)=O)cc1,-3.3%,-5%
O=C(CSc1nnc(-c2ccncc2)n1-c1ccccc1)N1CCN(c2ccc(Cl)cc2)CC1,-0.9%,.
COc1ccc(-c2nn(CC(=O)N(C)C)c(=O)c3ccccc23)cc1,5.3%,-4%
CCOC(=O)c1ccc(OCc2nc(-c3cccs3)no2)cc1,.,-10%
COc1ccc(C2=NOC(C(=O)NCc3ccccn3)C2)cc1OC (stereo not drawn),-11%,.
COC(=O)c1c(C)[nH]c(C(=O)COC(=O)Cc2ccc3c(c2)OCCO3)c1C,-0.2%,-6%
COc1cc(OC)c(NC(=O)CCc2ccccc2)cc1Cl,-5.0%,.
COc1ccc(C2C(C(N)=O)=C(C)Nc3nc(-c4ccccc4Cl)nn32)c(OC)c1 (stereo not drawn),-1.5%,4%
COCCCNC(=O)c1cccc([N+](=O)[O-])c1C,2.4%,0%
COc1ccc(CC(=O)Nc2ccccc2Br)cc1OC,-4.5%,0%
CC1(C)Cc2ccccc2/C(=C(\C#N)C(=O)Nc2ccccc2)N1,0.2%,1%
O=C(CSc1nc2ccc(N3C(=O)c4ccccc4C3=O)cc2s1)Nc1ccc([N+](=O)[O-])cc1,-1.8%,0%
O=C(CSc1nc2cccnc2n1Cc1ccccc1)NC1CCCCC1,-6.8%,.

# Reprinted at random: 2 compounds from above, in no set order.
SMILES,Hsp70 displacement,MKP-3 inhibition
O=C(CSc1nc2cccnc2n1Cc1ccccc1)NC1CCCCC1,-6.8%,.
CC(C(=O)N1CCc2ccccc21)n1cccc1 (stereo not drawn),0.2%,.

# New compounds follow:
SMILES,Hsp70 displacement,MKP-3 inhibition
Cc1ccccc1C(=O)NNC(=O)c1ccc([N+](=O)[O-])cc1,0.4%,2%
COC(=O)C1=C(C)N=C2SCCC(=O)N2C1c1ccc(C(=O)OC)cc1 (stereo not drawn),3.4%,-17%
O=C(Nc1ccc2c(c1)OCO2)N1CCN(S(=O)(=O)c2ccc(Cl)cc2)CC1,5.6%,0%
CCN(CC)CCCNC(CC(=O)O)C(=O)O (stereo not drawn),-0.5%,18%
COc1cccc(-n2nnnc2SCC(=O)c2cc(OC)ccc2OC)c1,-0.8%,-1%
CCOCn1c2ccc(Cl)cc2c2cc(Cl)ccc21,-0.2%,0%
NC1=NC(=O)/C(=C/c2ccc(OCc3cccc4ccccc34)cc2)S1,-10%,8%
COc1ccc(-c2nnc(SCC(=O)/C(C#N)=C(\C)N)o2)cc1,9.4%,2%
CCCOc1ccc(N2C(=O)CC(N3CCN(C)CC3)C2=O)cc1 (stereo not drawn),1.6%,0%
COc1cccc(-c2nnc(SCC(=O)Nc3cc(C)ccc3OC)n2N)c1,0.0%,-8%
CCOC(=O)c1ccccc1NC(=O)c1cn(CC)c2nc(C)ccc2c1=O,-0.2%,11%
COCCNC(=O)C(C)OC(=O)c1cc2occc2n1C (stereo not drawn),-2.2%,-12%
CCCc1ccc(Oc2cc(C)nc(N3CCOCC3)n2)cc1,4.3%,.
Cc1cc(NC(=O)COn2nnc3ccc(Cl)cc32)no1,6.3%,1%
COC(=O)COc1ccc(S(=O)(=O)Nc2ccccc2C(=O)OC)cc1,-6.3%,-4%

# Some of these compounds in order of length of the SMILES, descending:
SMILES,Hsp70 displacement,MKP-3 inhibition
O=C(CSc1nc2ccc(N3C(=O)c4ccccc4C3=O)cc2s1)Nc1ccc([N+](=O)[O-])cc1,-1.8%,0%
O=C(CSc1nnc(-c2ccncc2)n1-c1ccccc1)N1CCN(c2ccc(Cl)cc2)CC1,-0.9%,.
COc1ccc(C2C(C(N)=O)=C(C)Nc3nc(-c4ccccc4Cl)nn32)c(OC)c1 (stereo not drawn),-1.5%,4%
COC(=O)c1c(C)[nH]c(C(=O)COC(=O)Cc2ccc3c(c2)OCCO3)c1C,-0.2%,-6%
CCOc1ccc(NC(=O)CSc2nc3ccccc3c(=O)n2CCNC(C)=O)cc1,-3.3%,-5%
COC(=O)C1=C(C)N=C2SCCC(=O)N2C1c1ccc(C(=O)OC)cc1 (stereo not drawn),3.4%,-17%
CCOC(=O)c1ccccc1NC(=O)c1cn(CC)c2nc(C)ccc2c1=O,-0.2%,11%
COc1cccc(-c2nnc(SCC(=O)Nc3cc(C)ccc3OC)n2N)c1,0.0%,-8%
COc1ccc(-c2nnc(SCC(=O)/C(C#N)=C(\C)N)o2)cc1,9.4%,2%
COc1cccc(-n2nnnc2SCC(=O)c2cc(OC)ccc2OC)c1,-0.8%,-1%
CCCOc1ccc(N2C(=O)CC(N3CCN(C)CC3)C2=O)cc1 (stereo not drawn),1.6%,0%
COc1ccc(C2=NOC(C(=O)NCc3ccccn3)C2)cc1OC (stereo not drawn),-11%,.
O=C(CSc1nc2cccnc2n1Cc1ccccc1)NC1CCCCC1,-6.8%,.
CCOC(=O)c1ccc(OCc2nc(-c3cccs3)no2)cc1,.,-10%
Cc1cc(NC(=O)COn2nnc3ccc(Cl)cc32)no1,6.3%,1%
COCCCNC(=O)c1cccc([N+](=O)[O-])c1C,2.4%,0%
COCCNC(=O)C(C)OC(=O)c1cc2occc2n1C (stereo not drawn),-2.2%,-12%
CCOCn1c2ccc(Cl)cc2c2cc(Cl)ccc21,-0.2%,0%
CCN(CC)CCCNC(CC(=O)O)C(=O)O (stereo not drawn),-0.5%,18%

# (more compounds)
SMILES,Hsp70 displacement,MKP-3 inhibition
Cc1ccc(NC(=O)N2CCC(C(=O)NCc3ccccc3)CC2)cc1,-2.4%,-14%
C=CCn1c(=O)c2ccccc2n2c(SCC(=O)NCc3cccs3)nnc12,0.8%,-12%
O=C(CCN1CCCC1)Nc1ccccc1,-0.6%,.
O=C(N/N=C/c1ccc(Cl)cc1)c1cc(C2CC2)[nH]n1,0.2%,4%
O=C(NCc1cccnc1)c1cc2nc(-c3cccs3)cc(C(F)(F)F)n2n1,-2.9%,0%
Cc1sc(NC(=O)c2ccco2)nc1-c1ccccc1,7.6%,.
CC/C(=N/O)c1ccc(CCCC(=O)O)s1,-3.2%,-3%
Cc1nc(N2CCC(C)CC2)c2oc3ccccc3c2n1,3.7%,7%
CCN1C(=O)C2(C(C#N)=C(N)Oc3n[nH]c(COC)c32)c2ccccc21 (stereo not drawn),1.6%,-1%
CCOc1nc(Nc2ccc(-c3nc4ccccc4o3)cc2)nc(N2CCOCC2)n1,2.8%,-1%
COCc1cc(C)nc(N/N=C/c2ccc(Cl)cc2Cl)c1C#N,2.7%,3%
Cn1cc(S(=O)(=O)CC(=O)Nc2ccc(Br)cc2)c2ccccc21,1.4%,-4%
O=C(CN1C(=O)/C(=C\c2ccccc2Cl)SC1=S)Nc1ccc([N+](=O)[O-])cc1O,0.4%,3%
O=[N+]([O-])c1ccc(C(O)CN2CCN(c3ccccc3)CC2)cc1 (stereo not drawn),-4.6%,0%
Cc1ccc(C(=O)N2C3C=CC(C3)C2(C(F)(F)F)C(F)(F)F)cc1 (stereo not drawn),2.8%,.
COc1ccc(C(=O)NCc2cn3c(C)csc3n2)cc1OC,-2.1%,.
COc1ccc(-c2csc(C)n2)cc1,5.5%,.
O=C(O)C1C2C=CC(C2)C1C(=O)Nc1ccc(C(=O)N2CCCCC2)c(Cl)c1 (stereo not drawn),-1.5%,6%
COc1ccc(/C(O)=C/c2nc3ccccc3[nH]c2=O)cc1,-34%,-2%
CC1(C)CC(=O)C2=C(C1)NC(=O)CC2c1cc(F)ccc1F (stereo not drawn),1.2%,7%
CC(/C=C/c1ccc(N(C)C)cc1)=N\N=C(/N)SC1CC(=O)N(c2ccc(F)cc2)C1=O (stereo not drawn),-25%,3%
Cc1ccc(N2NC(=O)/C(=C/c3ccc(O)c([N+](=O)[O-])c3)C2=O)cc1,0.8%,1%
CCCNC(=O)C(=O)NCCc1ccc(OC)c(OC)c1,1.6%,2%
COc1ccc(N2CCN(C(=O)CCNS(=O)(=O)c3ccc(Br)s3)CC2)cc1,-1.9%,-2%
